Screening results: PubChem BioAssay, The Scripps Research Institute Molecular Screening Center
PG9 Ab binder = PG9 antibody binding by small molecule. TR-FRET gp120-PG9 antibody binding. inhibition, % at 6.7 µM. actives 0.43% (n = 360,000). AID 624416; in the data active = inhibition above about 8.5%
DDE Tn7 FP inh = disrupts Tn7 cyclic peptide binding to fibrin D-Dimer-E complex. actives 0.13% (n = 370,000). inhibition, % at 8.3 µM. FP displacement of FITC-Tn7 peptide from fibrin DD(E); 0% = median of compound wells per plate. AID 720508. P02675;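 active = inhibition above the mean of compounds falling within the control limits plus 3 SD of them, cut at about 14% in these data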;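 note: 0% = plate median of compound wells and 100% = 10 µM Aha-Tn7 peptide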
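Measure: % inhibition scaled between sample-field median and high-control FP; Test system: human fibrin DD(E); Quantity: 2 µM final DD(E) protein; Doses: one dose, 8.3 µM nominal; Schedule: compound with protein 10 min, then 3 h after probe, room temperature; Detection: fluorescence polarization; Medium: Tris buffer with calcium and detergent, pH 7.8.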
UHRF1 MBD2 ctr = blocks human UHRF1 binding to methylated DNA; UHRF1 binding to methylated oligo, TR-FRET; actives 0.75% (n = 370,000); Q96T88; inhibition, % at 4.4 µM; in the data active = inhibition above about 21%;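 note: UHRF1 SRA domain binding a hemimethylated CpG hairpin DNA probe; 0% = median of test compound wells and 100% = reference inhibitor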
Target sequence (Q96T88 whole entry, looked up, the tested form may be a part): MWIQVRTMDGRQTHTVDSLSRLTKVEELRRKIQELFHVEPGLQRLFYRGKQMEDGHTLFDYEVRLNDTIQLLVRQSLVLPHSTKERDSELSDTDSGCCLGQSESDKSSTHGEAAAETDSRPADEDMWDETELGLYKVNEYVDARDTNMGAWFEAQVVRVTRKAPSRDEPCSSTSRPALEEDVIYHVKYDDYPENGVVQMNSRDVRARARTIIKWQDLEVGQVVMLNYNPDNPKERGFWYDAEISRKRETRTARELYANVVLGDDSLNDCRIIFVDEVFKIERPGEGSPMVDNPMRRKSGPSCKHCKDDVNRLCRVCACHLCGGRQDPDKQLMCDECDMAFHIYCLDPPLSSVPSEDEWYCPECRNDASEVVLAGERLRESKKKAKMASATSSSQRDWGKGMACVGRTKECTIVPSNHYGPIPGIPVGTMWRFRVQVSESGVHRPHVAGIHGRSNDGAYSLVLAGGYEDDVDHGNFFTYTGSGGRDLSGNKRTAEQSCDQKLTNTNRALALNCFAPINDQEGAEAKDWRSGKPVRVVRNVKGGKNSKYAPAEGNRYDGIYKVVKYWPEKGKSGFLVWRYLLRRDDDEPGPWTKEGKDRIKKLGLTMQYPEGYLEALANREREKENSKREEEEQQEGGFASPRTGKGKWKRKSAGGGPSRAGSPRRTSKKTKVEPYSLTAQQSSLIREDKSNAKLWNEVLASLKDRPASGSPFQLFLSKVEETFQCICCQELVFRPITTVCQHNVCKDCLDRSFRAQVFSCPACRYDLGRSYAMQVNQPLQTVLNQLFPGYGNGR
mABHD4 FP = inhibits mouse alpha/beta hydrolase domain 4; purified mABHD4, FP-Rh probe fluorescence polarization; inhibition, % at 8.92 µM; actives 0.54% (n = 370,000); AID 720543;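 active = inhibition exceeding the mean over every tested compound plus 3 SD, cut at about 30% in these data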;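 note: 0% = plate median of compound wells and 100% = S159A mutant with DMSO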
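assay system = mABHD4 protein | compound dosing = single nominal dose of 8.92 µM, 0.89% DMSO final | read-out basis = percent inhibition of probe binding, normalized to plate controls | schedule = Enzyme–compound pre-incubation 45 min, then probe 60 min, both 25 °C | detection = fluorescence polarization, excitation 525 nm, emission 598 nm, BODIPY TMR filters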
PRMT1 FP inh = blocks human protein arginine methyltransferase 1 | recombinant PRMT1, activity-based probe fluorescence polarization | inhibition, % at 2.79 µM | actives 1.3% (n = 370,000);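 active = inhibition above about 21% made by adding two undisclosed values, limit read from the data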
TCR CD3 inh = inhibitors of human TCR-CD3 interaction | TAMRA-labeled TCR probe fluorescence, biochemical | inhibition, % at 9.4 µM | actives 0.37% (n = 360,000); in the data active = inhibition above about 19%;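 note: recombinant mutant TCR 2C K166C tagged with TAMRA read by polarization; 0% = receptor in buffer alone and 100% = receptor with positive control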
LEDGF integ inh = blocks HIV-1 LEDGF/p75-dependent DNA integration; inhibition, % at 3.7 µM; TR-FRET IN-LEDGF/p75 DNA integration, Eu/Cy5; AID 743269; actives 0.64% (n = 370,000);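 active = inhibition above the screen-wide mean plus 3 SD, cut at about 13% in these data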;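 note: signal is the Cy5 over europium emission ratio at 671 and 618 nm; 0% = plate median of compound wells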
SIAE primary = inhibitors of human sialic acid acetylesterase SIAE; Q9HAT2; SIAE FP-Rh probe binding, fluorescence polarization; inhibition, % at 9.66 µM; actives 0.69% (n = 370,000); AID 1053197;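 active = inhibition above a cutoff: mean of compounds within the control limits plus 3 SD of those, cut at about 17% in these data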;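 note: 0% = plate median of compound wells and 100% = probe without SIAE protein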
TDP2 inh = blocks human TDP2 phosphodiesterase activity | O95551 | recombinant TDP2, T5PNP hydrolysis, p-nitrophenol absorbance 415 nm | inhibition, % at 12.8 µM | actives 0.34% (n = 370,000) | AID 720702;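 active = inhibition above the mean of all tested compounds plus 3 SD, set per campaign, cut at about 25% in these data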;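 note: 0% = DMSO with enzyme and 100% = buffer with substrate but no TDP2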
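Assay system: recombinant human TDP2 / Reagent: T5PNP substrate at 5 mM, a TopII-DNA adduct mimic / Measured by: epi absorbance from released p-nitrophenol / Evaluation: % inhibition relative to enzyme-containing and enzyme-free wells / Control set: enzyme-free and DMSO wells / Replicates: each compound tested once, singlicate / Schedule: enzyme reaction with compound for 2 h at 37 °C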
HTRA1 inh = inhibitors of human serine peptidase HTRA1; Q92743; AID 504803; actives 0.5% (n = 340,000); recombinant HTRA1, FP-rhodamine activity-based probe, fluorescence polarization; inhibition, % at 5.96 µM; in the data active = inhibition above about 36%;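 note: 0% = enzyme with DMSO and 100% = wells lacking enzyme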
Active calls of the source: *; x = no result given.

item	Structure	mABHD4 FP	DDE Tn7 FP inh	TDP2 inh	HTRA1 inh	TCR CD3 inh	PG9 Ab binder	UHRF1 MBD2 ctr	LEDGF integ inh	SIAE primary	PRMT1 FP inh
1	O=C(CC1C(=O)NCCN1Cc1c(F)cccc1Cl)NCCc1ccccn1 (configuration not stated)	5.6	7.5	9.1	-24.1	-1.6	0.8	25.7*	-1.2	-4.5	1.9
2	Clc1cccc(-c2nnc(-c3ccno3)o2)c1	5.6	-4.4	-2.0	2.6	3.8	-3.8	-1.4	-0.7	2.0	0.3
3	CCCCCNC(=O)C(c1ccc(-c2ccccc2)cc1)n1c(=O)c(-c2ccccc2)nc2ccccc21 (configuration not stated)	-5.3	-4.6	9.5	x	4.4	-1.1	0.7	3.4	-4.1	-0.2
4	C=CCN1C(=O)C(CC(=O)Nc2ccc(OC)cc2)N(Cc2ccco2)C1=S (configuration not stated)	-9.0	2.7	7.5	-5.3	2.5	-0.4	0.1	0.8	-9.6	1.7
5	CC(C)NC(=O)CN(Cc1ccc(F)cc1)C(=O)CCC(=O)Nc1nccs1	7.8	0.6	7.2	1.4	0.3	-1.8	-1.6	0.9	0.4	2.5
6	O=C(O)CC(CNS(=O)(=O)c1ccccc1)c1ccccc1 (configuration not stated)	-14.9	-2.3	-5.7	-10.7	-3.2	1.6	4.8	-4.1	-5.4	4.6
7	COC(=O)C1CSC(C(=O)OC)N1C(=O)Nc1ccccc1 (configuration not stated)	4.7	10.7	6.5	-4.7	1.3	0.3	-1.1	2.3	-1.9	24.1*
8	O=C(c1cnccn1)N(Cc1cccs1)C1(C(=O)NC2CCCC2)CCCCC1	8.7	4.7	-2.7	4.4	-6.3	-0.9	0.5	-2.4	-2.4	2.8
9	COC(=O)c1c(N2C(=O)CCC2=O)sc2c1CCCC2	0.2	4.2	6.8	-1.2	-2.1	0.9	-1.1	-1.7	-0.1	1.7
10	COc1ccc(NC(=O)c2cc(=O)[nH]c3ccccc23)cc1	6.0	-9.8	-0.3	-0.6	3.8	-0.3	0.2	4.3	-1.9	-2.3
11	COc1ccc(CN2C(=O)c3cccnc3C2=O)cc1S(=O)(=O)NC1CCCCC1	-9.2	-1.9	-19.5	1.0	-2.9	2.4	-1.0	2.0	-4.3	-3.7
12	CC(C)CNC(=O)CSc1ccc(S(=O)(=O)N(C)C2CCCCC2)cn1	-1.2	-1.2	-7.0	1.8	3.5	-0.4	-1.8	5.7	2.6	-2.7
13	Cc1nc2sc(C(c3ccco3)N3CCN(c4ccc(F)cc4)CC3)c(O)n2n1 (configuration not stated)	-6.6	-3.4	-6.0	-1.4	-7.8	0.2	-1.0	7.4	11.9	25.3*
14	COc1ccc(C(=O)NCCC(=O)NCc2cc(=O)n(C)c(=O)n2C)cc1	-0.8	-2.9	-4.9	4.8	7.2	-1.2	-0.8	1.1	3.1	0.0
15	O=C1c2ccccc2C(=O)N1c1ccccc1S(=O)C(F)(F)F (configuration not stated)	5.2	-84.0	-2.9	0.5	-6.0	0.5	-0.9	-2.8	0.1	4.7
16	Oc1cccc(NC(=S)N=Nc2c(O)[nH]c3ccccc23)c1	13.2	-1.4	-14.7	13.8	-7.6	-2.4	-0.8	-11.0	-5.6	-0.9
17	CCc1ccc(OCC(=O)Nc2ccc(S(=O)(=O)Nc3ccccn3)cc2)cc1	-2.4	-3.5	-6.6	3.8	6.8	2.2	-2.0	0.3	-8.2	2.2
18	COc1ccccc1CNC(=O)CN1CCN(Cc2ccc(Cl)cc2)C1=O	-9.1	4.6	-11.4	5.4	-4.3	-2.0	4.6	-3.1	-1.7	9.0
19	CS(=O)(=O)N(CC(=O)Nc1ccccc1C(=O)N1CCOCC1)c1ccc(Cl)cc1	1.3	-3.8	12.4	-3.7	1.2	-2.0	1.4	-1.9	-0.2	0.1
20	CCCN1CCN(C(=S)Nc2sc(CC)cc2C(=O)OC)CC1	1.4	2.9	3.6	-9.3	-3.4	-1.0	2.0	-2.9	2.1	1.0
21	COc1cc(OC)c2cc(C(=O)N/N=C/c3cccc(OC)c3O)[nH]c2c1	31.6*	1.7	-11.6	15.0	23.5*	-3.4	-1.5	-0.7	11.7	-2.7
22	COc1ccc(CCNC(=O)Cc2cccs2)cc1	-4.7	-0.9	-11.6	-7.2	5.3	-3.4	3.1	1.5	-6.5	-0.4
23	CC(=O)NCCn1c(SCc2ccc(C)cc2C)nc2ccccc2c1=O	-7.2	-5.0	-4.0	-12.3	2.9	-1.0	1.1	13.2	-0.2	-0.2
24	CCCCNC(=S)Nc1ccc([N+](=O)[O-])cc1	-4.7	-3.5	-14.2	-7.9	1.4	0.7	3.2	-1.1	-4.0	2.1
25	Cc1cc(C)nc(SCC(=O)Nc2cc(C)on2)n1	3.8	-3.8	-2.0	12.5	6.7	-0.8	-0.1	1.3	-2.0	1.1
26	CCCn1c(=O)c2c(C(F)(F)F)cc(-c3ccco3)nc2n(CCC)c1=O	-4.0	-4.4	-11.2	-2.9	-9.1	-2.5	3.7	8.9	-0.3	1.4
27	CC(=O)NCCNc1nc(NC(C)C)nc2ccsc12	1.7	2.2	4.2	x	7.8	-0.9	-1.1	1.3	1.8	-0.3
28	CN(C)C(=S)c1ccccc1	3.5	8.7	1.0	x	5.5	1.6	-0.6	0.0	-1.5	0.2
29	CCOC(=O)N1CCN(C(=O)c2cn(C)c3ccc(S(=O)(=O)N4CCCC4)cc3c2=O)CC1	2.7	-4.3	-2.1	-7.5	3.6	0.4	-0.8	-3.5	-1.4	1.3
30	CNC(=O)c1csc(-c2ccc(Cl)cc2)n1	-1.9	-5.0	-13.2	0.7	-4.5	0.0	-1.6	2.5	11.2	-2.2
31	CN(C)S(=O)(=O)c1cccc(C(=O)OCC(=O)N2c3ccccc3NC(=O)C2(C)C)c1	-21.3	9.5	-12.4	-0.2	-4.1	2.4	2.0	-0.1	-5.4	3.8
32	Cc1cc(NC(=O)CSc2n[nH]c(N)n2)no1	-2.9	-1.0	-2.5	7.2	4.4	-1.1	-1.7	-0.2	6.9	-5.5
33	Brc1ccc(OCCCN2CCOCC2)cc1	9.6	4.7	-7.1	2.9	-2.9	-0.4	3.5	4.0	-3.7	1.3
34	COc1cccc(OC)c1NC(=O)CN1CCN(C)CC1	14.8	-1.0	10.5	-4.3	-1.1	-1.2	3.5	2.0	2.1	2.2
35	Cc1ccc(OCc2ccc(C(=O)O)o2)c([N+](=O)[O-])c1	-4.8	0.2	1.9	6.8	-10.9	-0.8	4.6	-3.6	0.9	2.4
36	COc1ccccc1CNC(=O)C1CCCN1S(=O)(=O)c1ccc2c(c1)C(C)(C)C(=O)N2C (configuration not stated)	6.0	-0.2	-2.4	x	-6.0	-0.9	1.4	-5.3	1.8	4.3
37	COC(=O)C1=C(C)N(CCCC(=O)O)C(=O)NC1c1cccc2ccccc12 (configuration not stated)	1.5	2.7	3.5	1.8	-0.6	0.3	-0.7	1.0	-7.0	-1.0
38	CC(=O)c1cccc(NC(=O)NC2CCCc3ccccc32)c1 (configuration not stated)	-3.9	2.1	-6.8	-16.5	0.2	0.0	0.6	-5.3	-6.4	-1.0
39	CCC(c1nnnn1Cc1ccco1)N(Cc1cc2cc(OC)ccc2[nH]c1=O)C1CCCCC1 (configuration not stated)	16.4	-3.6	0.3	-10.7	-0.7	-1.7	-1.4	11.5	-3.7	35.9*
40	O=C(NC1CC1)c1cccc(Oc2ccccc2)c1	0.2	0.0	9.5	7.1	2.8	-2.3	-1.0	-0.7	4.3	1.6
41	NS(=O)(=O)c1cccc(NC(=O)/C=C/c2cccs2)c1	-4.7	-6.3	6.5	-3.7	-2.4	-0.4	-2.0	-2.6	-9.0	4.6
42	CC(C)CCNC(=O)C1CC(=O)N(C2CCCC2)C1 (configuration not stated)	2.5	12.1	-4.9	-2.3	6.8	-0.4	1.1	-1.2	-3.6	-0.7
43	COc1ccc2oc(C(=O)N(C)Cc3ccc(OC(F)F)cc3)c(C)c2c1	-8.5	5.5	-3.5	-28.2	-2.7	1.9	1.5	-3.6	-7.1	1.6
44	N#Cc1cc(Cl)c(N2CCOCC2)cc1C#N	5.4	-6.6	0.8	0.8	-5.1	-1.4	13.8	-0.9	1.1	2.0
45	CCCNC(=S)N1CCN(C(c2ccccc2)c2ccccc2)CC1	-16.2	-0.6	2.1	-30.0	3.5	0.1	-1.4	-1.6	-10.1	-3.9
46	Cc1cccc(N2C(=O)C(O)=C(C(=O)c3cccs3)C2c2ccc(C(C)C)cc2)n1 (configuration not stated)	-4.3	-0.1	-13.1	3.2	-0.3	7.8	-3.0	-1.0	-5.9	-0.2
47	CC1CCC(NC(=O)CNC(=O)c2ccc3ccccc3c2)CC1 (configuration not stated)	-11.2	5.2	0.8	-0.2	-4.3	3.3	3.2	3.5	6.7	5.2
48	COc1cc2nc(Nc3ccc(F)cc3)nc(N)c2cc1OC	8.5	-0.4	-3.1	9.5	-3.9	-1.3	3.9	-6.9	5.8	5.5
49	CCOc1ccc2nc(N3CCC(C(=O)Nc4nnc(CC)s4)CC3)sc2c1	-17.4	-5.8	-1.0	0.6	1.6	-0.3	0.3	2.2	5.6	-1.0
50	Cc1nc(Nc2ccc(S(N)(=O)=O)cc2)sc1C(=O)Nc1ccccc1	-5.2	-8.0	4.7	-42.0	-5.6	1.0	1.4	2.4	4.9	0.6
51	O=c1[nH]c2ccc(S(=O)(=O)NCc3ccccc3)cc2[nH]1	2.7	5.8	7.6	-3.7	6.1	-2.1	-1.2	0.1	3.6	-1.6
52	COCC1CCN(C(=O)c2ccc3oc(CCCc4ccccc4)nc3c2)C1 (configuration not stated)	-8.1	-4.2	-12.9	-2.4	-2.2	-2.2	2.8	3.3	2.2	-4.2
53	O=C(NCCc1ccccn1)c1n[nH]c(=O)c2ccccc12	8.7	-8.1	-3.0	1.5	3.1	-3.2	-0.9	2.2	1.4	-3.9
54	CCC(C(=O)c1ccc2ncccc2c1)c1ccccc1 (configuration not stated)	-14.3	-1.5	-12.8	-9.9	-1.6	-1.4	-0.4	1.2	2.9	1.6
55	CCOCCCNC(=O)COc1ccc(OC)cc1	-3.5	4.0	10.0	0.7	5.0	1.4	-1.7	2.4	-3.4	-2.1

Along the list, quoted from above.
Compounds 41 to 52 in HTRA1 inh: -3.7, -2.3, -28.2, 0.8, -30.0, 3.2, -0.2, 9.5, 0.6, -42.0, -3.7, -2.4
Compounds 41 to 52 in PRMT1 FP inh: 4.6, -0.7, 1.6, 2.0, -3.9, -0.2, 5.2, 5.5, -1.0, 0.6, -1.6, -4.2
Compounds 41 to 52 in UHRF1 MBD2 ctr: -2.0, 1.1, 1.5, 13.8, -1.4, -3.0, 3.2, 3.9, 0.3, 1.4, -1.2, 2.8
